CHRM1 antagonist: human M1 muscarinic receptor antagonists, primary screen, CHO-K1 cells, Fluo-8 calcium fluorescence, 1536-well; Muscarinic acetylcholine receptor M1 (Homo sapiens), P11229; CHO-K1 hM1, ACh EC80 antagonist; inhibition, % at 3 µM; hit rate 1.3% among 360,000; AID 588852, 2011;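 active = percent inhibition above its own plate's cutoff, namely the mean of that plate's compound wells plus 3 SD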;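 also: peak over basal fluorescence ratio during 140 s after agonist addition; 0% = ACh EC80 plus DMSO and 100% = DMSO alone without agonist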
CHRM5 PAM: human M5 muscarinic receptor positive allosteric modulators, primary screen, CHO-K1 cells, Fluo-8 calcium fluorescence. AID 624038, 2012. Muscarinic acetylcholine receptor M5 (Homo sapiens), P08912. activation, % at 3 µM. CHO-K1 hM5, ACh EC20 PAM; 0% = ACh EC20, 100% = ACh EC100. hit rate 0.3% among 360,000;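 active = activation above the run cutoff, the mean activation of all test compounds plus 3 SD, cut at about 18% in these data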
Target sequence (P08912 whole entry, looked up): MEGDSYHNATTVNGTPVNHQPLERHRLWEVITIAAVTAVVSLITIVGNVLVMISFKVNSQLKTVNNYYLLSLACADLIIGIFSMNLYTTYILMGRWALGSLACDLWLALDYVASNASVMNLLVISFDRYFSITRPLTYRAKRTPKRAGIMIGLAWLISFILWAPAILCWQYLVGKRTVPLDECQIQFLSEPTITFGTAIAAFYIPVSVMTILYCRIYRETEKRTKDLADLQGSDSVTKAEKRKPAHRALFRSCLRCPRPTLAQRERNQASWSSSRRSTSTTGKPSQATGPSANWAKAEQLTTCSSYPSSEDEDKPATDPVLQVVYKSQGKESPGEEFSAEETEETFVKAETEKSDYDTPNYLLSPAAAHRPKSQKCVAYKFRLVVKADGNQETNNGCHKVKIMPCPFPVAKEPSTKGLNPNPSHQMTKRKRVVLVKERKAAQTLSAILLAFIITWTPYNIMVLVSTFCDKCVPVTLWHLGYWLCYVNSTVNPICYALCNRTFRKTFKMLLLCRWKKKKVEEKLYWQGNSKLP
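System: CHO-K1 cell line with stable human muscarinic M5 receptor expression | Also added: EC20 acetylcholine as agonist stimulus | Compound: One concentration, 3 µM final (nominal) | Timing: Fluo-8 loading 80 min at 37 °C plus 30 min room temperature | Measured by: Fluo-8 calcium dye fluorescence, kinetic read | Read-out basis: % activation, ACh-normalized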
CHRM4 agonist: human M4 muscarinic receptor agonists, primary screen, CHO-K1 cells, Fluo-8 calcium fluorescence; CHO-K1 hM4/Gqi5; vehicle 0%, full acetylcholine response 100%; activation, % at 3 µM; hit rate 0.14% among 360,000; AID 624127, 2012; Muscarinic acetylcholine receptor M4 (Homo sapiens), P08173;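 active = activation above the run mean over all test wells plus 3 SD, cut at about 32% in these data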;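 also: peak over basal fluorescence ratio per well then scaled between controls; 0% = DMSO wells and 100% = acetylcholine at EC100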
M4 antag: human M4 muscarinic receptor antagonists, primary screen, CHO cells, Fluo-8 calcium fluorescence | AID 624125, 2012 | inhibition, % at 3 µM | hit rate 0.73% among 360,000 | CHO-hM4 cells, ACh EC80 | Muscarinic acetylcholine receptor M4 (Homo sapiens), P08173;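 active = inhibition above its plate's cutoff, the mean inhibition of sample wells plus 3 SD, cut at about 27% in these data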;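 also: 0% = acetylcholine EC80 with DMSO and 100% = DMSO without agonist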
CHRM5 agonist: human M5 muscarinic receptor agonists, primary screen, CHO-K1 cells, Fluo-8 calcium fluorescence; activation, % at 3 µM; hit rate 0.19% among 360,000; CHO-K1 hM5 cells; 0% DMSO wells, 100% maximal acetylcholine response;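 active = activation above the run's mean over test compounds plus 3 SD, cut at about 23% in these data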;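 also: signal is peak over basal fluorescence ratio across the kinetic read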
M5 antag: human M5 muscarinic receptor antagonists, primary screen, CHO cells, Fluo-8 calcium fluorescence; AID 624040, 2012; inhibition, % at 3 µM; CHO-hM5 cells, ACh EC80; hit rate 0.59% among 360,000;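 active = inhibition above a per-plate cutoff, the mean of that plate's test compounds plus 3 SD, cut at about 27% in these data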;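 also: 0% = acetylcholine EC80 with DMSO and 100% = DMSO without agonist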
M1 ag: human M1 muscarinic receptor agonists, primary screen, Fluo-8 calcium fluorescence, CHO-K1 cells, HTS. activation, % at 3 µM. hit rate 0.33% among 360,000. Muscarinic acetylcholine receptor M1 (Homo sapiens), P11229. CHO-K1 hM1, agonist mode; 0% DMSO, 100% acetylcholine EC100;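 active = activation above the run's mean compound activation plus 3 SD, cut at about 16% in these data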;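 also: peak over basal fluorescence ratio within a 140 s kinetic read after compound addition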
M1 PAM: human M1 muscarinic receptor positive allosteric modulators, primary screen, CHO-K1 cells, Fluo-8 calcium fluorescence, 1536-well. CHO-K1 hM1, ACh EC20; 0% = ACh EC20, 100% = maximal ACh. hit rate 0.088% among 360,000. AID 588819, 2011. activation, % at 3 µM; in the data active = activation above about 19%, passing the limit was not always enough
TAAR1 ag: human TAAR1 agonists, primary screen, Fluo-8 calcium fluorescence, CHO RD-HGA16 cells; hit rate 0.99% among 360,000; Trace amine-associated receptor 1 (Homo sapiens), Q96RJ0; activation, % at 3 µM; vehicle wells 0%, saturating PEA agonist 100%;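 active = activation above the mean activation of all test compounds in the run plus 3 SD, cut at about 38% in these data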
Target sequence (Q96RJ0 whole entry, looked up): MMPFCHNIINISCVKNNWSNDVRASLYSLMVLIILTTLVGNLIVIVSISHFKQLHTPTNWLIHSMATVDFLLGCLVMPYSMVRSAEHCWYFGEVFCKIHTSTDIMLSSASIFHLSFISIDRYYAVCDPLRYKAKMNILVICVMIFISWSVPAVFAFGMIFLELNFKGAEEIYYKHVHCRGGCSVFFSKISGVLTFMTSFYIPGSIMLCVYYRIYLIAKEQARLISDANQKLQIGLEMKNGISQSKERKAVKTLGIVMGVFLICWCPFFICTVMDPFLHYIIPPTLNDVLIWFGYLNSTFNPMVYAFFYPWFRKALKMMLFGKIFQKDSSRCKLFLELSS
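Signal – calcium-sensitive Fluo-8 signal, excitation 470-495, emission 515-575 nm · System – RD-HGA16 (CHO) cells co-expressing Gα16 and hTAAR1 · Incubation – 17-24 h seeding, 75 min 37 °C dye, 30 min RT · Compound dosing – 3 µM single concentration · Repeats – no replicates (n 1)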
Numbers without * were called inactive; / = no result given.

mol,M1 ag,M1 PAM,CHRM5 PAM,M5 antag,CHRM5 agonist,CHRM4 agonist,TAAR1 ag,M4 antag,CHRM1 antagonist
Cc1nnc(C)n1/N=C/c1cccnc1,-4,7,0,1,-3,0,7,1,-3
CCOC(=O)N1CCN(C(=O)c2ccc(N(C)S(C)(=O)=O)cc2)CC1,-3,7,-1,3,0,0,5,5,-48
CCOc1ccc(CCN2C(=S)N([C@@H](CC(C)C)CN3CCCC3CN3C(=S)NC[C@@H]3CC(C)C)C[C@@H]2Cc2ccccc2)cc1 (stereo partly specified),-2,1,-3,4,2,0,0,-5,2
CC1CCCN(S(=O)(=O)c2cc3c4c(c2)CCN4C(=O)CC3)C1 (stereo unspecified),-3,9,-5,10,-1,0,0,2,-5
CCN(Cc1ccc(OC)c(F)c1)C(C)C(=O)Nc1ccc(S(=O)(=O)N2CCCC2)cc1 (stereo unspecified),-8,-23,-1,-3,-1,0,2,-3,25
COc1cc(Cl)c(S(=O)(=O)NCc2cccnc2)cc1Cl,-8,-7,-1,3,0,0,12,9,2
CC(=O)c1ccc(NC(=O)N[C@@H](CC(C)C)C(=O)O)cc1,-1,4,-5,-2,-3,0,2,-5,-4
CCOC(=O)[C@H]1[C@H]2COc3ccc(Br)cc3[C@@H]2N2C(=O)c3ccc(Cl)cc3NC(=O)[C@@]12C,-3,10,-3,10,-2,1,2,-3,-8
CCCCc1nnc(SC(C)C(=O)Nc2nccs2)n1C (stereo unspecified),-2,4,-5,10,-1,1,0,9,-8
COc1cccc(CC2(CO)CCCN(C/C=C/c3ccccc3OC)C2)c1 (stereo unspecified),-12,-20,-10,0,-2,9,5,-2,3
COc1ccc(C(=O)Nc2nc3c(s2)CCCC3)cc1S(=O)(=O)N1CCCc2ccccc21,-3,-11,-18,14,-4,4,0,2,21
COc1ccc(NC(=S)N(Cc2cccnc2)Cc2ccco2)cc1,-4,6,8,2,-2,0,-1,4,7
O=Cc1ccc2noc(-c3ccc(Cl)cc3)c2c1,-4,7,-1,4,2,0,2,-3,-9
CCCCN1C(=O)C(=O)N(CC(=O)c2cc(C)n(-c3cc(C)on3)c2C)C1=O,-4,-4,-7,-3,3,8,7,-2,6
CC(C)NC(=O)NC(=O)COC(=O)c1ccccc1Oc1ccccc1,-4,-2,-8,1,-11,0,-2,-8,1
CCC(=O)Nc1ccc(NC(=O)c2cccc3c(Br)cccc23)cc1,-3,-9,-4,11,0,1,3,9,25
CCCCOn1c(C)c(C(C)=O)c2c3no[n+]([O-])c3ccc21,-9,10,-3,-9,-6,0,-1,-7,-9
Cc1cccc(N/C(N)=N/c2nc3c(c(=O)[nH]2)CCCC3)c1,-2,11,0,2,-1,4,1,4,-8
Cc1cccnc1NC(=O)c1ccccc1-c1ccccc1C(=O)Nc1ncccc1C,-7,13,5,0,1,0,1,14,-13
CC(C)NC(=O)NC(=O)COC(=O)c1ccc(S(=O)(=O)NCc2ccco2)cc1,-2,9,10,1,3,1,5,-7,-6

Remaining list, next part
mol,M1 ag,M1 PAM,CHRM5 PAM,M5 antag,CHRM5 agonist,CHRM4 agonist,TAAR1 ag,M4 antag,CHRM1 antagonist
Cc1oc2c(c1C(=O)NCc1ccccc1)CCCC2,-7,-2,-2,-2,1,0,0,-8,-1
Cc1ccccc1S(=O)(=O)NC(=O)C1(C)CCN1C(=O)CCc1cccs1 (stereo unspecified),1,10,0,-5,0,0,0,-9,-17
Cc1cccc(OCCCC(=O)Nc2nc3ccccc3[nH]2)c1,-5,8,2,7,3,4,-1,2,-8
Cc1cccnc1NC(=O)c1ccc(C(=O)c2ccccc2)cc1,-1,4,0,5,2,1,7,-2,-5
Nc1scc(-c2ccncc2)c1Cl,-3,13,3,-3,-1,-1,6,10,-23
COc1cccc(Oc2cnc(N)nc2-c2ccc(OC)cc2O)c1,-3,9,2,3,-3,1,9,-4,-13
O=C1CN(C(=O)CSc2nc(-c3ccccc3)cs2)c2ccccc2N1,-5,5,-3,3,0,5,3,5,-2
CC(=O)O[C@@H]1[C@H](OC(=O)CC(C)C)c2c(ccc3ccc(=O)oc23)OC1(C)C,2,-8,-8,1,8,19,25,-4,-1
C=CCc1cc(OC)ccc1OCCCCn1cncn1,-1,18,6,7,3,1,0,-4,-22
N#CC1=C(N)N=C(SCc2cccc3ccccc23)C(C(N)=O)C12CCCCC2 (stereo unspecified),-3,-5,3,-2,0,1,26,8,13
CC1=C(c2ccccc2)CCC1=O,-3,0,-1,10,0,1,3,10,2
CC(O)[C@H]1CNC(=O)C(=O)N1CC(C)(C)C (stereo partly specified),-3,11,-3,12,1,0,9,-3,-9
CC(=O)Nc1ccc(NC(=O)Cc2ccc(S(=O)(=O)N3CCCCC3)cc2)cc1,-3,14,3,-2,0,1,1,-2,-20
COc1ccccc1CNC(=O)Cn1cc(Br)ccc1=O,-2,10,4,-6,-2,1,-2,0,-11
CCOc1nc2c(c(=O)n(C)c(=O)n2C)n1Cc1ccccc1Cl,-2,-9,-7,12,1,3,7,3,12
CC(C)Cc1cc(C(=O)O)c2ccccc2n1,0,8,0,-3,1,0,16,3,-10
CCOC(=O)N1CCN(S(=O)(=O)c2ccc3c(c2)CCN3C(=O)C2CC2)CC1,-2,-5,0,-10,-2,2,2,-19,-10
Cc1ccc(CNC(=O)C(NS(=O)(=O)c2cccc3nsnc23)C(C)C)cc1 (stereo unspecified),-3,9,-8,30*,-4,2,4,0,-15
COc1ccccc1N1CCN(CC(=O)Nc2nc(C)c(C(=O)N(C)C)s2)CC1,1,11,0,7,3,0,7,-4,-15
[O-]/[N+](=C/c1ccc(F)cc1)c1ccc(Cl)cc1,-2,9,2,-3,1,0,/,5,-9

Later entries:
mol,M1 ag,M1 PAM,CHRM5 PAM,M5 antag,CHRM5 agonist,CHRM4 agonist,TAAR1 ag,M4 antag,CHRM1 antagonist
CCOC(=O)[C@H]1[C@H]2COc3ccccc3[C@@H]2N2C(=O)[C@@H](C)NC(=O)[C@@]12C,-4,-2,-4,16,1,0,10,3,-4
Cc1nc(SCC(=O)NC2CCCCC2)[nH]c(=O)c1C,-2,-6,-6,17,0,0,2,7,17
Cc1cccc2sc(NC(=O)c3cccc(S(=O)(=O)N4CCc5ccccc54)c3)nc12,-5,6,2,-1,-3,0,2,-2,-5
O=C1CC(/C=C/c2ccc([N+](=O)[O-])cc2)=Nc2ccccc2N1,-1,6,5,4,-2,0,0,9,2
O=C(CSc1nc(O)cc(=O)[nH]1)N1c2ccccc2Sc2ccccc21,-13,-4,7,-10,-3,0,2,2,-2
COc1cc(C2CC(=O)C=C(O)C2)cc(OC)c1OC (stereo unspecified),1,5,-3,2,0,0,0,9,-3
COc1ccc(Cl)cc1NS(=O)(=O)c1ccc2c(c1)NC(=O)CCS2,0,-4,-4,9,1,7,11,-6,15
Cc1ccc(-c2csc(NC(=O)Cc3ccc(F)cc3)n2)o1,-7,6,12,4,-7,3,1,10,-4
O=C(O)c1ccc(COCC(F)(F)F)cc1,0,5,-1,2,4,0,5,2,-6
CSc1nc(C)cc(Oc2ccccc2)n1,-14,14,5,-5,-2,-1,-2,-5,-4
CCn1c(SCC(=O)N2CCN(c3ccc(F)cc3)CC2)nc2ccccc2c1=O,-1,3,13,-2,1,0,0,4,-1
Cc1nc(CN(C)C(=O)CC2C(=O)NCCN2Cc2ccc(F)cc2)cs1 (stereo unspecified),2,13,8,-23,4,0,1,1,-10
CSc1ccccc1C(=O)C1CCCN(Cc2cnn(-c3ccccc3)c2)C1 (stereo unspecified),-10,-15,-7,2,-10,2,8,-1,12
CC(OC(=O)CN1C(=O)c2ccccc2C1=O)C(=O)NC1CCCCC1C (stereo unspecified),-2,9,-2,-7,-2,1,0,-3,-9
CCOC(=O)c1ccc2[nH]c3c(c2c1)CCCCC3=O,-12,-6,0,-8,-5,5,3,-11,-6

Whole records, looked up by structure.
O=C(O)c1ccc(COCC(F)(F)F)cc1 is listed as M1 ag = 0; M1 PAM = 5; CHRM5 PAM = -1; M5 antag = 2; CHRM5 agonist = 4; CHRM4 agonist = 0; TAAR1 ag = 5; M4 antag = 2; CHRM1 antagonist = -6
COc1cc(C2CC(=O)C=C(O)C2)cc(OC)c1OC (stereo unspecified) is listed as M1 ag = 1; M1 PAM = 5; CHRM5 PAM = -3; M5 antag = 2; CHRM5 agonist = 0; CHRM4 agonist = 0; TAAR1 ag = 0; M4 antag = 9; CHRM1 antagonist = -3

Among those listed so far, these contain an aryl methoxy group.
mol,M1 ag,M1 PAM,CHRM5 PAM,M5 antag,CHRM5 agonist,CHRM4 agonist,TAAR1 ag,M4 antag,CHRM1 antagonist
CCN(Cc1ccc(OC)c(F)c1)C(C)C(=O)Nc1ccc(S(=O)(=O)N2CCCC2)cc1 (stereo unspecified),-8,-23,-1,-3,-1,0,2,-3,25
COc1cc(Cl)c(S(=O)(=O)NCc2cccnc2)cc1Cl,-8,-7,-1,3,0,0,12,9,2
COc1cccc(CC2(CO)CCCN(C/C=C/c3ccccc3OC)C2)c1 (stereo unspecified),-12,-20,-10,0,-2,9,5,-2,3
COc1ccc(C(=O)Nc2nc3c(s2)CCCC3)cc1S(=O)(=O)N1CCCc2ccccc21,-3,-11,-18,14,-4,4,0,2,21
COc1ccc(NC(=S)N(Cc2cccnc2)Cc2ccco2)cc1,-4,6,8,2,-2,0,-1,4,7
COc1cccc(Oc2cnc(N)nc2-c2ccc(OC)cc2O)c1,-3,9,2,3,-3,1,9,-4,-13
C=CCc1cc(OC)ccc1OCCCCn1cncn1,-1,18,6,7,3,1,0,-4,-22
COc1ccccc1CNC(=O)Cn1cc(Br)ccc1=O,-2,10,4,-6,-2,1,-2,0,-11
COc1ccccc1N1CCN(CC(=O)Nc2nc(C)c(C(=O)N(C)C)s2)CC1,1,11,0,7,3,0,7,-4,-15
COc1cc(C2CC(=O)C=C(O)C2)cc(OC)c1OC (stereo unspecified),1,5,-3,2,0,0,0,9,-3
COc1ccc(Cl)cc1NS(=O)(=O)c1ccc2c(c1)NC(=O)CCS2,0,-4,-4,9,1,7,11,-6,15

Only part of the results is shown; the hit share may differ from the screen's.
